Pf Dd2 inh: P. falciparum Dd2 growth inhibitors, primary screen, SYBR Green fluorescence, single dose replicates; activity change, % at 10 µM; AID 1159554, 2015; 72 h; hits give low values; 94,000 tested, 2.3% active; in the data active = activity change below about -80%
GASC1 inh: inhibitors of GASC-1 (KDM4C) histone demethylase, primary screen, biochemical, single concentration HTS. Lysine-specific demethylase 4C (Homo sapiens), Q9H3R0. GST-KDM4C 2-372, H3K9me3 peptide, LANCE TR-FRET. inhibition, % at 12.5 µM. 96,000 tested, 0.15% active. AID 720574, 2013;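 active = mean replicate inhibition above about 25%, with at least 55% of replicates also reaching it, limit read from the data, passing the limit was not always enough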
Target sequence (Q9H3R0 2-372 limits assumed): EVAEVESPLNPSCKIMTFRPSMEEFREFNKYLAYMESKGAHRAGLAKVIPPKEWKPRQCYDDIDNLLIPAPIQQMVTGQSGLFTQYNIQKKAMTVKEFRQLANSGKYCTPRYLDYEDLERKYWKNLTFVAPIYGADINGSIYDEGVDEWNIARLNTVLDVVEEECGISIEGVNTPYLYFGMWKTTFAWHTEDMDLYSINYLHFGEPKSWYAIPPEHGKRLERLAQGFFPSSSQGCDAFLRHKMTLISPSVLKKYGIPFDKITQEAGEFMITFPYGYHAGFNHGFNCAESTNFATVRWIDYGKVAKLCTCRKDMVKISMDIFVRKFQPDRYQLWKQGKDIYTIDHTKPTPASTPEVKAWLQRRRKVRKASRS
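Assay system: GST-GASC-1 enzyme fragment 2-372 | Amount: 10 nM enzyme | Medium: HEPES buffer, pH 7.5, plus ascorbate | Reagent: H3K9me3 peptide substrate, Fe(II), 2-oxoglutarate | Doses: Single-point compound screen | Incubation: 30 min demethylation and 1 h detection at room temperature | Measured by: LANCE TR-FRET, excitation 340 nm, emissions 618 and 671 nm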
C diff HTS: C. difficile growth inhibitors, primary screen, HTS | Clostridium difficile clinical isolate growth, OD600, 24 h; hits give low values | growth activity, negative = inhibition, % at 16 µg/mL (by protocol) | 86,000 tested, 0.25% active;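 active = mean growth activity at or below -80% and every replicate also at or below -80%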;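 also: 0% = DMSO wells and -100% = levofloxacin 16 µg/mL wells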
Tcruzi prolif: T. cruzi intracellular proliferation inhibitors, primary screen, cell-based, beta-gal Tulahuen parasites, NIH3T3 host, luminescence; inhibition, % at 8.34 µM; T. cruzi beta-gal in NIH3T3, GalScreen luminescence, 90 h; 77,000 tested, 5.9% active;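 active = mean inhibition above about 93%, with at least 55% of replicates each passing it, limit read from the data, passing the limit was not always enough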
* = called active by the depositor; / = not tested or not shown.

SMILES	Pf Dd2 inh	GASC1 inh	C diff HTS	Tcruzi prolif
C[C@@H]1CN([C@@H](C)CO)S(=O)(=O)c2ccc(C3=CCCCC3)cc2O[C@@H]1CN(C)C(=O)Cc1ccccc1	16	8.5	5	86
CCCNC(=O)[C@H]1[C@H](CO)[C@H]2Cn3c(ccc(-c4ccc(F)cc4)c3=O)[C@@H]1N2CC	0	-0.4	-4	82
CCCNC(=O)C[C@H]1CC[C@@H]2[C@H](COc3ccc(NC(=O)Cc4ccccc4)cc3C(=O)N2C)O1	15	-0.7	-1	-2
COc1cccc(C#Cc2ccc([C@H]3[C@H](CO)N4C(=O)CN(S(=O)(=O)c5ccccc5C)C[C@@H]34)cc2)c1	-30	-1.2	58	/
O=C(C[C@@H]1C=C[C@H](NC(=O)Nc2ccc(F)cc2)[C@H](CO)O1)NCc1ccccn1	31	-0.1	-1	17
O=C(C[C@H]1C=C[C@@H](NC(=O)C2CC2)[C@@H](CO)O1)NC1CCC1	33	0.5	/	-34
CC(C)C#Cc1ccc2c(c1)O[C@H](CN(C)C(=O)c1ccncc1)[C@H](C)CN([C@H](C)CO)S2(=O)=O	26	-0.2	-2	39
COc1ccccc1NC(=O)N[C@@H]1CC[C@H](CCNC(=O)c2ccc3c(c2)OCO3)O[C@H]1CO	1	0.1	/	-58
NCC[C@H]1CC[C@H](NC(=O)C2CCC2)[C@@H](CO)O1	13	3.0	0	34
Cn1cnc(CCNC(=O)C[C@@H]2CC[C@H]3[C@@H](COC[C@H](O)CN3C(=O)Nc3ccc(Cl)cc3)O2)c1	6	-0.4	/	15
CN(C)C(=O)C[C@H]1CC[C@H]2[C@@H](COc3ccc(NC(=O)C4CCCC4)cc3C(=O)N2C)O1	-2	-0.6	6	/
CCNC(=O)C[C@H]1CC[C@@H]2[C@@H](COc3ccc(NC(=O)c4cscn4)cc3C(=O)N2C)O1	-2	-0.1	-12	-46
C[C@H](CO)N1C[C@H](C)[C@H](CN(C)C(=O)Cc2ccccn2)Oc2cc(-c3ccc(C(=O)N(C)C)cc3)ccc2S1(=O)=O	2	-2.4	-9	60
C[C@@H]1CCCCO[C@@H](CN(C)S(C)(=O)=O)[C@H](C)CN([C@@H](C)CO)C(=O)c2cc(NS(=O)(=O)c3ccccc3)ccc2O1	29	2.5	-2	-15
COc1ccc(NC(=O)N(C)C[C@H]2OCCCC[C@H](C)Oc3ccc(NC(=O)NC(C)C)cc3C(=O)N([C@@H](C)CO)C[C@@H]2C)cc1	-48	1.8	0	11
C[C@@H]1CN([C@@H](C)CO)C(=O)c2cc(NS(=O)(=O)c3cccs3)ccc2O[C@H]1CN(C)C	4	0.2	6	36
CO[C@@H]1CN(C)C(=O)c2ccc(NC(=O)c3cc(C)on3)cc2OC[C@H](C)N(C(=O)C2CC2)C[C@H]1C	/	0.5	/	14
C[C@@H]1CN([C@H](C)CO)C(=O)c2cccc(NS(=O)(=O)c3ccc(Cl)cc3)c2O[C@H]1CN(C)C(=O)Nc1ccc(F)cc1	7	2.2	/	35
COC(=O)C[C@@H]1CC[C@H]2[C@@H](COc3ccc(NC(=O)c4cc(F)cc(F)c4)cc3C(=O)N2C)O1	-3	0.3	5	-43
CN(C)C(=O)c1ccc(-c2cccc(-c3nc(C(=O)NC4CCCC4)cc4c3[C@H](CCO)N([S@@](=O)C(C)(C)C)C4)c2)cc1	-79	0.7	/	72
C[C@@H]1CN([C@H](C)CO)C(=O)c2cccc(NC(=O)Nc3ccc4c(c3)OCO4)c2O[C@H]1CN(C)S(C)(=O)=O	-10	0.3	0	51
O=C(C[C@@H]1CC[C@H](NC(=O)c2cccc(F)c2)[C@H](CO)O1)NCCN1CCCC1	3	1.3	/	-10
C[C@@H]1CN([C@H](C)CO)C(=O)c2cc(C#Cc3ccc(F)cc3)cnc2O[C@@H]1CN(C)C(=O)Nc1ccc(F)cc1	-29	-2.4	/	40
CN(C)CC(=O)N[C@@H]1C=C[C@H](CC(=O)NCc2ccccc2F)O[C@@H]1CO	16	0.2	-5	-25
CCS(=O)(=O)Nc1ccc2c(c1)C(=O)N(C)C[C@H](OC)[C@@H](C)CN(C(C)=O)[C@H](C)CO2	28	-0.4	6	28
CO[C@@H]1CN(C)C(=O)c2ccc(NC(=O)NC(C)C)cc2OC[C@@H](C)N(Cc2ccc(-c3ccccn3)cc2)C[C@H]1C	-67	0.4	/	/
CCCNC(=O)C[C@@H]1C[C@@H]2c3cc(NC(=O)c4ccc5c(c4)OCO5)ccc3O[C@@H]2[C@H](CO)O1	1	1.1	-5	-30
O=C(C[C@@H]1CC[C@@H](NC(=O)Nc2ccc3c(c2)OCO3)[C@@H](CO)O1)NCc1ccc(F)cc1	8	-0.7	4	45
CN(C)C(=O)C[C@@H]1CC[C@H]2[C@H](COc3ccc(NC(=O)Nc4cccc(Cl)c4)cc3C(=O)N2C)O1	3	2.8	-2	8
O=C(N[C@H]1CC[C@@H](CC(=O)N2CCC(Cc3ccccc3)CC2)O[C@@H]1CO)c1cnccn1	-7	-0.2	0	/
O=C(C[C@H]1C=C[C@H](NC(=O)c2ccccc2)[C@@H](CO)O1)NCCc1ccncc1	4	0.4	-2	16
CN1CCN(C(=O)C[C@@H]2CC[C@H]3[C@@H](COC[C@H](O)CN3CC3CC3)O2)CC1	2	0.2	-4	5
C[C@H](CO)N1C[C@H](C)[C@@H](CN(C)C(=O)Nc2ccc(C(F)(F)F)cc2)OCCCC[C@H](C)Oc2ccc(NS(=O)(=O)c3cccs3)cc2C1=O	-49	0.7	-5	93
CN1[C@@H]2c3ccc(-c4ccncc4)c(=O)n3C[C@H]1[C@H](CO)[C@H]2C(=O)NCC1CCCCC1	7	5.3	1	-37
C[C@H]1CN([C@@H](C)CO)C(=O)Cc2cc(NC(=O)CCN3CCOCC3)ccc2O[C@@H]1CN(C)C(=O)Nc1cccc2ccccc12	0	1.4	0	-38
Cc1ccc(S(=O)(=O)N(C)C[C@@H]2Oc3ccc(NC(=O)Cc4ccccc4)cc3CC(=O)N([C@H](C)CO)C[C@H]2C)cc1	-21	0.1	-5	24
CN(C)C(=O)C[C@@H]1C=C[C@@H](NC(=O)C2CCC2)[C@H](CO)O1	5	0.1	-1	-43
CC(C)NC(=O)N[C@H]1CC[C@H](CCNS(=O)(=O)c2ccc(F)cc2)O[C@H]1CO	14	1.9	3	/
COc1ccc(CN(C)C[C@@H]2Oc3ccc(NS(=O)(=O)c4cn(C)cn4)cc3C(=O)N([C@H](C)CO)C[C@H]2C)cc1	16	-1.3	-2	25
CN(C)CC(=O)N[C@H]1CC[C@@H](CCn2cc(C3CC3)nn2)O[C@H]1CO	5	-2.3	-2	/
C[C@H]1CN([C@@H](C)CO)C(=O)c2cc(NC(=O)Cc3cn(C)c4ccccc34)ccc2O[C@H]1CN(C)CC1CCCCC1	-5	2.2	-7	17
C[C@@H]1CN([C@H](C)CO)C(=O)c2cc(NS(=O)(=O)c3cn(C)cn3)ccc2O[C@H]1CN(C)C(=O)Nc1cccc2ccccc12	-3	-2.0	/	-23
Cc1ccc(S(=O)(=O)N(C)C[C@@H]2Oc3ncccc3C(=O)N([C@H](C)CO)C[C@@H]2C)cc1	44	6.0	4	-35
CNC[C@H]1Oc2ccc(NC(=O)NC(C)C)cc2CC(=O)N([C@H](C)CO)C[C@@H]1C	-22	-0.2	-1	7
C[C@H]1CN([C@@H](C)CO)C(=O)c2cc(-c3ccc(F)cc3)cnc2O[C@H]1CN(C)C(=O)NC1CCCC1	7	-0.2	-5	7
C[C@H](CO)N1C[C@H](C)[C@@H](CN(C)C(=O)Nc2ccccc2)Oc2ccc(NC(=O)CCC(F)(F)F)cc2C1=O	15	0.3	2	45
O=C(NC1CCCCC1)N1CC2(C1)[C@@H](c1ccccc1)[C@@H](CO)N2CC1CCOCC1	5	-1.3	-2	/
CCC(=O)N(C)C[C@@H]1Oc2cc(C#CC(C)(C)O)ccc2S(=O)(=O)N([C@@H](C)CO)C[C@H]1C	27	1.8	3	14
FC(F)(F)c1cccc(CN2[C@@H]3CNC[C@H]2[C@@H]3c2ccc(-c3cccnc3)cc2)c1	-84*	-0.1	11	/
C[C@@H]1CCCCO[C@@H](CN(C)S(=O)(=O)c2cccs2)[C@@H](C)CN([C@H](C)CO)C(=O)c2cc(NC(=O)Nc3ccc(C(F)(F)F)cc3)ccc2O1	-67	-2.7	-4	18

The results go on.
SMILES	Pf Dd2 inh	GASC1 inh	C diff HTS	Tcruzi prolif
Cc1ccccc1S(=O)(=O)N1CCCCN2[C@H](CO)[C@@H](c3ccc(-c4cncnc4)cc3)[C@@H]2C1	-20	-0.6	-1	94
COc1ccc2c3c(n(C)c2c1)[C@H](CO)N(Cc1ccncc1)CC31CN(C(=O)C2CCC2)C1	-19	-0.8	3	/
COCCNC(=O)C[C@H]1CC[C@H]2[C@@H](COc3ccc(NC(=O)Cc4ccccc4)cc3C(=O)N2C)O1	7	0.1	8	22
C[C@H](CO)N1C[C@H](C)[C@H](CN(C)Cc2ccccc2)Oc2ccc(NC(=O)C3CC3)cc2CC1=O	9	-1.9	3	30
COc1ccccc1CNC(=O)C[C@H]1C=C[C@H](NC(=O)CN(C)C)[C@H](CO)O1	-34	0.3	-1	55
CN1C(=O)c2cc(NC(=O)c3ccc(F)c(F)c3)ccc2OC[C@@H]2O[C@H](CC(=O)N3CCOCC3)CC[C@H]21	17	-1.9	-12	-3
CC(C)NC(=O)Nc1cccc2c1O[C@H](CN(C)Cc1ccc(Oc3ccccc3)cc1)[C@@H](C)CN([C@H](C)CO)C2=O	-32	5.5	-29	103*
COc1ccccc1C#Cc1ccc2c(c1)O[C@H](CN(C)Cc1ccccc1)[C@H](C)CN([C@@H](C)CO)S2(=O)=O	-72	-3.8	13	123*
CCCC#Cc1ccc([C@H]2[C@@H](CO)N3CCCCN(S(=O)(=O)Cc4ccccc4)C[C@H]23)cc1	-76	-1.3	19	55
C/C=C/c1ccc([C@H]2[C@@H](CO)N(C(=O)Cc3ccncc3)[C@@H]2CNC(C)=O)cc1	-2	0.4	-6	13

12 compounds already listed, sorted by heavy-atom count, rising.
SMILES	Pf Dd2 inh	GASC1 inh	C diff HTS	Tcruzi prolif
COc1ccccc1CNC(=O)C[C@H]1C=C[C@H](NC(=O)CN(C)C)[C@H](CO)O1	-34	0.3	-1	55
C/C=C/c1ccc([C@H]2[C@@H](CO)N(C(=O)Cc3ccncc3)[C@@H]2CNC(C)=O)cc1	-2	0.4	-6	13
FC(F)(F)c1cccc(CN2[C@@H]3CNC[C@H]2[C@@H]3c2ccc(-c3cccnc3)cc2)c1	-84*	-0.1	11	/
O=C(NC1CCCCC1)N1CC2(C1)[C@@H](c1ccccc1)[C@@H](CO)N2CC1CCOCC1	5	-1.3	-2	/
CCCC#Cc1ccc([C@H]2[C@@H](CO)N3CCCCN(S(=O)(=O)Cc4ccccc4)C[C@H]23)cc1	-76	-1.3	19	55
COc1ccc2c3c(n(C)c2c1)[C@H](CO)N(Cc1ccncc1)CC31CN(C(=O)C2CCC2)C1	-19	-0.8	3	/
C[C@H](CO)N1C[C@H](C)[C@H](CN(C)Cc2ccccc2)Oc2ccc(NC(=O)C3CC3)cc2CC1=O	9	-1.9	3	30
COCCNC(=O)C[C@H]1CC[C@H]2[C@@H](COc3ccc(NC(=O)Cc4ccccc4)cc3C(=O)N2C)O1	7	0.1	8	22
CN1C(=O)c2cc(NC(=O)c3ccc(F)c(F)c3)ccc2OC[C@@H]2O[C@H](CC(=O)N3CCOCC3)CC[C@H]21	17	-1.9	-12	-3
C[C@H](CO)N1C[C@H](C)[C@@H](CN(C)C(=O)Nc2ccccc2)Oc2ccc(NC(=O)CCC(F)(F)F)cc2C1=O	15	0.3	2	45
CC(C)NC(=O)Nc1cccc2c1O[C@H](CN(C)Cc1ccc(Oc3ccccc3)cc1)[C@@H](C)CN([C@H](C)CO)C2=O	-32	5.5	-29	103*
C[C@@H]1CCCCO[C@@H](CN(C)S(=O)(=O)c2cccs2)[C@@H](C)CN([C@H](C)CO)C(=O)c2cc(NC(=O)Nc3ccc(C(F)(F)F)cc3)ccc2O1	-67	-2.7	-4	18

Next part:
SMILES	Pf Dd2 inh	GASC1 inh	C diff HTS	Tcruzi prolif
CC(C)NC(=O)N[C@@H]1CC[C@@H](CCNS(=O)(=O)c2ccc(F)cc2)O[C@H]1CO	1	0.9	1	/
C[C@H]1CN([C@@H](C)CO)C(=O)c2cc(NC(=O)Nc3ccc4c(c3)OCO4)ccc2O[C@@H]1CN(C)C(=O)Nc1ccc(F)cc1	21	16	12	-1
COCC(=O)N(C)C[C@H]1Oc2cc(C#C[C@@H](C)O)ccc2S(=O)(=O)N([C@@H](C)CO)C[C@@H]1C	/	-0.2	-3	38
CN1CCN(C(=O)C[C@@H]2CC[C@@H]3[C@H](COc4ccc(NC(=O)C5CCCC5)cc4C(=O)N3C)O2)CC1	-2	0.4	0	/
Cc1noc(C)c1S(=O)(=O)Nc1ccc2c(c1)C(=O)N([C@@H](C)CO)C[C@@H](C)[C@@H](CN(C)Cc1ccc3c(c1)OCO3)OCCCC[C@H](C)O2	-67	-0.8	6	66

From PubChem BioAssay
